# HRas wt GTP: modulators of GTP binding to human HRas wildtype. P01112. GST-Ras wt beads, Bodipy-FL-GTP binding, flow cytometry; actives lie on both sides. GTP binding activity, % at 10 µM. 190,000 compounds, 0.14% hits;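 active means GTP binding activity at least 20% away from the 100% baseline, either lowered as inhibitor or raised as activator; inconclusive means flagged as likely green fluorescent, judged across all proteins in the well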;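 further: 0% = unlabeled GTP competition control and 100% = no-compound control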
# Target sequence (P01112 whole entry, looked up): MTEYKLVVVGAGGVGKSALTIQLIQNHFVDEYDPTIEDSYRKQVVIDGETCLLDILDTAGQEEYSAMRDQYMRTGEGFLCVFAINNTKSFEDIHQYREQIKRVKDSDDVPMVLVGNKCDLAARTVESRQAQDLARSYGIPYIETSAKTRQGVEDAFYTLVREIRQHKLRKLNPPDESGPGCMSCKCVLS
# ABCG2 inh: human ABCG2 inhibition, ABCB1 as counter-screen. IgMXP3 cells, JC-1 efflux, flow cytometry. AID 1325. 190,000 compounds, 0.1% hits. inhibition, % at 6.6 µM;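 active means inhibition above 80%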;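 further: 0% = DMSO and 100% = nicardipine control wells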
# Target sequence (Q9UNQ0 whole entry, looked up): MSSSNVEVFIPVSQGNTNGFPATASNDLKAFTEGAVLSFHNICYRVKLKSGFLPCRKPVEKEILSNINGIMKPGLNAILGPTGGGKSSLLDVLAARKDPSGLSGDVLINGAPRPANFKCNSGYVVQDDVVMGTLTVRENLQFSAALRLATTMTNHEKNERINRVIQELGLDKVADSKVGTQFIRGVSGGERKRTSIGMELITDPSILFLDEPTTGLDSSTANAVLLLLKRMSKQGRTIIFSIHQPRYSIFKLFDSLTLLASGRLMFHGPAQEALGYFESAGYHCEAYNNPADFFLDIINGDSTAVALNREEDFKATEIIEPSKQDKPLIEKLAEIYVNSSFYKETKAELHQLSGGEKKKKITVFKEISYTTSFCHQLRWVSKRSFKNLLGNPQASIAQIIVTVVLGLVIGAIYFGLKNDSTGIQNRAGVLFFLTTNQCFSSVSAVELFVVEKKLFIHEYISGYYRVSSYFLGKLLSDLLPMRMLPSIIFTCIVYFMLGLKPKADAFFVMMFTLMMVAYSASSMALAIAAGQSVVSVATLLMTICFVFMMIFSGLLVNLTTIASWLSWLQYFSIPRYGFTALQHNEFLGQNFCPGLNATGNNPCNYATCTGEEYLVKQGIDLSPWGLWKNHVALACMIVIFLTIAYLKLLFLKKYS
#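 Test system: ABCG2 IgMXP3 and barcoded ABCB1 CCRF-Adr cell mix; Schedule: cells with compound and JC-1, 10 min at 25 °C, rotating, no wash; Technique: flow cytometry of retained JC-1 fluorescence; Measure: % inhibition of efflux relative to nicardipine and DMSO; Controls: nicardipine high and DMSO low controls.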
# Avidin bead fluor: avidin bead compound fluorescence profile; 220,000 compounds, 0.38% hits; Avidin beads, compound fluorescence 488/530 nm, flow cytometry; hits give high values; fluorescence (KMESF) at 10 µM; AID 1775; in the data active means fluorescence above about 47; further: inactives centre near 10
# Pf gametocyte: inhibitors of late stage P. falciparum gametocyte viability. 150,000 compounds, 0.065% hits. P. falciparum stage V gametocytes, ATP luminescence, 24 h. inhibition, % at 10.9 µM. AID 743093;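 active means inhibition above the mean plus 3 SD of compounds within the control limits, set per campaign, cut at about 38% in these data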;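 further: 0% = DMSO wells and 100% = medium only without gametocytes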
# Rac1 mut GTP: modulators of GTP binding to human Rac1 activated mutant | AID 764 | percent activity (GTP binding), % at 10 µM | 190,000 compounds, 0.11% hits | P63000 | GST-Rac1 activated beads, fluorescent GTP binding, flow cytometry; actives lie on both sides; 100% means binding = to untreated wells;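 active means GTP binding at least 20 percentage points away from the 100% baseline, in either direction, so actives lie on both sides; inconclusive means Compound likely fluorescent itself, or too few beads counted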
# Rac1 wt modul: human Rac1 wildtype GTP binding, inhibitors and activators | P63000 | GST-Rac1 beads, fluorescent GTP binding, flow cytometry; actives lie on both sides; 0 = cold GTP competed, 100 = untreated | GTP binding activity (% of control), % at 10 µM | 190,000 compounds, 0.27% hits | AID 757;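 active means GTP binding activity at least 20 points away from the 100% control level, either lower or higher; inconclusive means compound flagged as likely green fluorescent, judged across all proteins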
# Cdc42 wt GTP: human Cdc42 wildtype GTP binding change, either direction. P60953. GST-Cdc42 beads, Bodipy-GTP binding, flow cytometry; actives lie on both sides. percent activity (GTP binding), % at 10 µM. 190,000 compounds, 0.2% hits;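 active means percent activity GTP binding at least 20 points away from the 100% baseline, either down as inhibitor or up as activator; inconclusive means compound flagged as likely green fluorescent from well-wide comparison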;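 further: median bead fluorescence of bound Bodipy-FL-GTP at 100 nM; 0% = excess unlabeled GTP control and 100% = no compound control; below 100% means less GTP binding so inhibitor and above means activator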
# Target sequence (P60953 whole entry, looked up): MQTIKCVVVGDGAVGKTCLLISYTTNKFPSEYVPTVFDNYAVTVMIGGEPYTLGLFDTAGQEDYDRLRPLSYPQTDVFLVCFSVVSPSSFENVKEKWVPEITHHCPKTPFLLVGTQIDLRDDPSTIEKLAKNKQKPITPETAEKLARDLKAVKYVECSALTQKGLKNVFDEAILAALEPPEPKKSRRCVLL
# Rab2 wt GTP: changes GTP binding to wildtype dog Rab2A, up or down; AID 760; GST-Rab2 wt beads, Bodipy-GTP binding, flow cytometry; GTP binding activity, % at 10 µM; P61105; 190,000 compounds, 0.19% hits;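 active means GTP binding activity at least 20 points away from 100%, either lowered or raised; inconclusive means signal likely due to the compound's own green fluorescence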;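 further: 0% = beads with excess unlabeled GTP and 100% = no-compound control corrected for plate trend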
# GSH fluor: GSH bead compound fluorescence profile. fluorescence (KMESF) at 10 µM. GSH beads flow cytometry, compound fluorescence 488/530 nm; hits give high values. 190,000 compounds, 0.25% hits. AID 1776; in the data active means fluorescence above about 89;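 further: glutathione beads carrying GST-tagged Bcl family fusion proteins plus one bare bead set; values are compound well signal with DMSO vehicle wells as background; inactives centre near 16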
# Rab7 wt GTP bind: alters GTP binding to wildtype dog Rab7; GST-Rab7 beads, fluorescent GTP binding, flow cytometry; actives lie on both sides; untreated = 100%, excess cold GTP = 0%; GTP binding activity (percent of control), % at 10 µM; 190,000 compounds, 0.055% hits; AID 758;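 active means fluorescent GTP binding to Rab7 beads changed by at least 20 points from the 100% baseline, either direction, mostly lower; inconclusive means compound itself probably fluorescent, or too few beads counted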;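 further: median green fluorescence of bound Bodipy-FL-GTP per Rab7 bead population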
# ABCB1 inh: human ABCB1 inhibition, ABCG2 as counter-screen; P08183; CCRF-Adr cells, JC-1 efflux, flow cytometry; inhibition, % at 6.6 µM; 190,000 compounds, 0.067% hits; AID 1326; in the data active means inhibition above about 40%;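 further: 0% = vehicle and 100% = reference inhibitor; higher value means more JC-1 retained so stronger ABCB1 efflux block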
# Active calls of the source: *; ? = inconclusive; . = not tested or not shown.
SMILES,HRas wt GTP,ABCG2 inh,Avidin bead fluor,Pf gametocyte,Rac1 mut GTP,Rac1 wt modul,Cdc42 wt GTP,Rab2 wt GTP,GSH fluor,Rab7 wt GTP bind,ABCB1 inh
O=C1C(=O)N(Cc2cccnc2)C(c2ccccn2)/C1=C(/O)c1ccccc1 (stereo not drawn),102.0,0.2,6,.,100.0,105.0,102.0,105.0,14,102.0,-0.2
COc1ccc(C(=O)On2c(-c3ccc(Br)cc3)nc3ccccc3c2=O)cc1,96.0,-4.9,13,-17.2,99.0,96.0,93.0,97.0,12,97.0,-0.8
CCCCC(=O)Nc1ccc(NC(=O)C2CC2)cn1,100.0,0.6,9,.,99.0,101.0,103.0,98.0,6,99.0,0.1
CCc1c(C)c2ccc(OCC(=O)OC(C)C)c(C)c2oc1=O,103.0,2.9,38,.,100.0,106.0,105.0,103.0,13,103.0,0.8
O=S(=O)(c1cc(C(F)(F)F)ccc1Cl)N1CCCCCC1,99.0,1.3,34,-9.2,100.0,105.0,101.0,100.0,23,97.0,0.3
CC(C)(C)C(=O)Nc1nc2c(s1)CN(Cc1ccccc1)CC2,100.0,4.0,13,.,97.0,102.0,97.0,97.0,26,104.0,0.4
CC(C)c1c(O)nc(SCC(=O)Nc2ccc3c(c2)CCC3)[nH]c1=O,100.0,-2.5,12,-2.3,101.0,105.0,101.0,101.0,30,96.0,-0.7
c1ccc(N2CCN(c3nc4cc5c(cc4s3)OCO5)CC2)cc1,96.0,-0.8,11,.,95.0,96.0,96.0,95.0,21,96.0,0.0
CC(=O)NC1=NN(C(C)=O)C(c2ccccc2)S1 (stereo not drawn),100.0,1.4,13,-8.4,95.0,100.0,97.0,98.0,14,105.0,0.6
COC(=O)C(C#N)C(c1cccnc1)c1c(C)[nH][nH]c1=O (stereo not drawn),107.0,0.4,10,5.2,101.0,105.0,107.0,108.0,16,105.0,0.2
CC(C)(C)NC(=O)c1cc(C(C)(C)C)c(O)c(C(C)(C)C)c1,102.0,0.2,13,.,101.0,105.0,101.0,100.0,13,101.0,0.3
COc1ccc(N=c2sc3ccccc3n2C)cc1,102.0,1.6,10,.,98.0,104.0,101.0,98.0,8,100.0,0.1
O=C(OCc1ccccc1)C1=NNC2C(=O)N(c3ccccc3)C(=O)C12 (stereo not drawn),99.0,21.8,12,.,100.0,107.0,102.0,98.0,11,100.0,0.5
Cc1ccc(NC(=O)CSCc2ccco2)cc1,96.0,14.2,11,13.4,96.0,96.0,99.0,96.0,13,95.0,1.2
O=C(N/C(=C\c1cccs1)C(=O)N1CCOCC1)c1cccs1,98.0,-1.4,11,4.1,97.0,100.0,97.0,100.0,12,97.0,-0.4

# A draw from above in order of SMILES length, ascending.
SMILES,HRas wt GTP,ABCG2 inh,Avidin bead fluor,Pf gametocyte,Rac1 mut GTP,Rac1 wt modul,Cdc42 wt GTP,Rab2 wt GTP,GSH fluor,Rab7 wt GTP bind,ABCB1 inh
Cc1ccc(NC(=O)CSCc2ccco2)cc1,96.0,14.2,11,13.4,96.0,96.0,99.0,96.0,13,95.0,1.2
O=C(N/C(=C\c1cccs1)C(=O)N1CCOCC1)c1cccs1,98.0,-1.4,11,4.1,97.0,100.0,97.0,100.0,12,97.0,-0.4
O=C1C(=O)N(Cc2cccnc2)C(c2ccccn2)/C1=C(/O)c1ccccc1 (stereo not drawn),102.0,0.2,6,.,100.0,105.0,102.0,105.0,14,102.0,-0.2

# Further compounds
SMILES,HRas wt GTP,ABCG2 inh,Avidin bead fluor,Pf gametocyte,Rac1 mut GTP,Rac1 wt modul,Cdc42 wt GTP,Rab2 wt GTP,GSH fluor,Rab7 wt GTP bind,ABCB1 inh
CCc1ccc(-c2nnn(CCC#N)n2)cc1,102.0,-0.3,10,13.6,101.0,107.0,105.0,104.0,11,109.0,-0.2
O=C(CN1C(=O)NC2(CCOc3ccccc32)C1=O)Nc1cccc(Cl)c1 (stereo not drawn),97.0,1.4,10,-13.6,95.0,98.0,95.0,95.0,15,103.0,-0.2
Cc1ccccc1OCCCCn1cnc2ccccc21,102.0,34.0,12,-5.2,101.0,106.0,104.0,104.0,30,102.0,0.5
COc1ccccc1C(CC(=O)Nc1ccc(Cl)cc1)c1ccc(OC(C)C)cc1 (stereo not drawn),97.0,3.6,6,17.2,98.0,98.0,98.0,100.0,19,98.0,-0.3
O=C(NCC(=O)N(c1ccc2c(c1)OCO2)C(C(=O)NC1CCCC1)c1cccs1)c1ccco1 (stereo not drawn),107.0,2.0,14,.,102.0,103.0,105.0,104.0,24,102.0,1.9
O=C(CN1CCCCC1)N1CCN(C(=O)CN2CCCCC2)CC1,101.0,0.7,.,.,100.0,99.0,100.0,101.0,10,103.0,0.2
CCOC(=O)C1=C(C)OC(N)=C(C(=O)OCC)C1c1ccncc1 (stereo not drawn),106.0,3.1,10,19.4,103.0,114.0,102.0,103.0,244*,107.0,1.2
COc1cccc(CN2CCN(C(=O)c3cccs3)CC2)c1OC,96.0,0.6,13,.,98.0,96.0,99.0,92.0,10,91.0,0.4
CCc1nc2nc(C)cc(Nc3cccc(C(F)(F)F)c3)n2n1,103.0,4.0,4,2.8,101.0,107.0,106.0,104.0,42,104.0,0.5
Cc1ncc(CO)c(/C=N/N=C/c2ccccc2O)c1O,98.0,25.9,6,-33.7,97.0,98.0,105.0,95.0,14,99.0,0.2
O=C(NCCc1ccccc1)C1c2ccccc2C(=O)N1C1CC1 (stereo not drawn),100.0,7.4,13,-7.3,102.0,103.0,101.0,103.0,26,96.0,0.6
CCN1C(=O)CC(N2CCC(c3nc4ccccc4[nH]3)CC2)C1=O (stereo not drawn),95.0,2.9,6,-7.0,96.0,97.0,94.0,95.0,20,92.0,0.9
COc1ccc(C(=O)N2CCOC2CNC(=O)C(=O)NCc2ccco2)cc1 (stereo not drawn),96.0,9.7,10,.,94.0,96.0,95.0,96.0,14,96.0,0.8
O=C(CCc1ccccc1)OCC(=O)c1ccc([N+](=O)[O-])cc1,98.0,3.0,10,.,94.0,100.0,98.0,97.0,23,98.0,0.1
COC(=O)Nc1ccc(S(=O)(=O)N2CCC(C(=O)N3CCC(C)CC3)CC2)cc1,102.0,1.1,26,-16.3,95.0,101.0,97.0,97.0,19,106.0,0.2
CN(C)c1ccc(C=C(c2nnnn2-c2ccccc2)c2nnnn2-c2ccccc2)cc1,100.0,-0.3,2,-5.0,99.0,100.0,101.0,99.0,7,101.0,0.9
COC(=O)c1ccc(Cl)c(NC(=O)Cc2ccccc2[N+](=O)[O-])c1,99.0,38.8,26,-10.7,97.0,104.0,106.0,98.0,11,103.0,0.6
COC(=O)/C=c1\sc2n(c1=O)C(C)=CC(C)(C)N=2,98.0,8.6,10,19.0,96.0,100.0,95.0,96.0,31,102.0,0.4
CC12CCC(C(=O)NCc3ccco3)(OC1=O)C2(C)C (stereo not drawn),101.0,-4.5,9,-2.9,99.0,105.0,101.0,101.0,14,102.0,1.1
O=C(C1=C[C@H](c2ccccc2)C[C@H](OCCCCO)O1)N1CCOCC1,99.0,2.9,5,.,100.0,100.0,98.0,97.0,17,96.0,0.5
COc1cc(/C=C2/C(=N)N3C=CSC3=NC2=O)ccc1OCCCOc1c(C)cccc1C,103.0,-0.8,21,.,99.0,104.0,102.0,106.0,12,104.0,-0.1
CCCn1cnc2cc(NCc3cccc(OC)c3O)ccc21,?,-1.8,7,14.3,?,?,?,?,36,?,-1.7
Cc1nc2cc(C)c(C)cc2s1,99.0,2.0,6,4.5,99.0,103.0,103.0,100.0,13,100.0,1.4
COC(=O)c1sccc1NC(=O)CSCCc1ccncc1,94.0,-0.6,19,.,91.0,94.0,91.0,93.0,9,95.0,-0.3
CN(C)S(=O)(=O)Nc1ccc(NS(=O)(=O)N(C)C)c(S(=O)(=O)c2ccccc2)c1,98.0,0.1,19,-11.7,95.0,97.0,98.0,99.0,18,96.0,0.2
COc1ccc(-c2cc(C(F)(F)F)n3nc(C(=O)NCc4ccco4)cc3n2)cc1OC,?,6.5,8,.,?,?,?,?,51,?,1.2
NS(=O)(=O)c1ccc(N/C=C\C(=O)c2ccncc2)cc1,98.0,5.6,9,.,97.0,99.0,96.0,98.0,10,96.0,0.8
Oc1c(Cl)cc(Cl)cc1C=Nc1ccc2c(c1)OCCO2,?,1.4,3,11.9,?,?,?,?,12,?,0.3
COC(=O)c1ccc(/C=C(\C#N)C(=O)NC(C)c2ccccc2)cc1 (stereo not drawn),99.0,5.3,10,.,99.0,102.0,101.0,100.0,12,98.0,0.8
CCOC(=O)c1cccc(NC(=O)Nc2cc(OC)ccc2OC)c1,98.0,-0.3,7,-8.5,96.0,98.0,103.0,98.0,27,97.0,0.0
CCCc1cc(C(=O)Nc2nccs2)cs1,102.0,12.4,11,3.9,99.0,103.0,101.0,101.0,24,99.0,2.3
Cc1ccc(S(=O)(=O)C2(S(=O)(=O)c3ccc(C)cc3)CCCC2)cc1,102.0,0.6,3,.,99.0,105.0,103.0,101.0,39,103.0,0.4
CCOC(=O)CSc1nc2sc3c(c2c(=O)[nH]1)CCCC3,100.0,17.8,14,.,97.0,105.0,104.0,99.0,34,99.0,0.2
CCC(C)NC(=O)Cn1cc(S(=O)(=O)N2CCN(c3ccccc3F)CC2)c2ccccc2c1=O (stereo not drawn),101.0,-0.3,5,.,96.0,101.0,99.0,100.0,21,108.0,0.4
CC(C)OCCCNC(=O)CNC(=O)c1ccc(Cl)c(Cl)c1,98.0,6.7,9,-7.9,94.0,102.0,99.0,98.0,18,103.0,0.2
COc1ccc2nc(NCCCNC(=O)c3cc(OC)c(OC)c(OC)c3)c(C#N)cc2c1,99.0,1.8,34,15.4,100.0,104.0,101.0,100.0,42,98.0,1.2
Brc1ccc(N=C(c2ccccc2)c2ccncc2)cc1,103.0,-1.3,2,-1.3,99.0,103.0,97.0,98.0,8,103.0,0.1
CCCCCn1c(N2CCN(c3cccc(Cl)c3)CC2)nc2c1c(=O)[nH]c(=O)n2C,101.0,5.3,10,.,99.0,100.0,99.0,100.0,23,103.0,1.9
COc1ccccc1N1CCN(C(=O)COc2cc(C)ccc2C)CC1,102.0,-1.3,13,-2.1,102.0,102.0,105.0,101.0,10,98.0,-0.1
CCOC(=O)c1cc(-c2ccncc2)nc2c1c(C)nn2-c1ccccn1,99.0,-0.5,20,32.5,96.0,100.0,101.0,94.0,15,92.0,-0.1
COc1ccc(CCNC(=O)C(C(=O)c2ccc(F)cc2)n2ccccc2=O)cc1OC (stereo not drawn),94.0,3.5,8,2.3,98.0,97.0,94.0,97.0,8,93.0,.

# Assay outcomes as filed in PubChem BioAssay.
